Assay outcomes (PubChem BioAssay)
OXTR potentiate: human OXTR potentiators, primary screen, fluorescence, CHO-OTR cells, Fluo-8 calcium; hit rate 0.061% among 320,000; Oxytocin receptor (Homo sapiens), P30559; activation, % at 3 µM; Fluo-8 calcium fluorescence, potentiator mode; 0% = oxytocin EC15, 100% = EC100; AID 2445, 2010;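 active means activation above that plate's cutoff, the mean activation of tested compounds plus 3 SD, cut at about 6.6% in these data, passing the limit was not always enough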;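 further: 100% uses oxytocin at 75 nM as the full agonist control; some results filed as inactive read as strong as hits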
Target sequence (P30559 whole entry, looked up): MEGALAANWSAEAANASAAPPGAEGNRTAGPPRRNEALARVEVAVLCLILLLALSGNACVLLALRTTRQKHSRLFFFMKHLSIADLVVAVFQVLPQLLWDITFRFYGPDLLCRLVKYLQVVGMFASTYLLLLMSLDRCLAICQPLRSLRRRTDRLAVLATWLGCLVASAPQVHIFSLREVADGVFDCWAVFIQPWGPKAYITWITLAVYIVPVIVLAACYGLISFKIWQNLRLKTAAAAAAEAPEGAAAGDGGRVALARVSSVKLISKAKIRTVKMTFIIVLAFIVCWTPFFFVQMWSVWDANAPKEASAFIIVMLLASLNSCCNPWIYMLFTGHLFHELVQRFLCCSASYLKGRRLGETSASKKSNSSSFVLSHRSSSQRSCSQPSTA
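Measured by – Fluo-8 calcium dye fluorescence · Test system – human OTR in CHO cells · Dosing – one concentration, 3.0 µM compound · Controls – EC15 oxytocin alone as 0%, 75 nM oxytocin as 100% · Evaluation – normalized max/min fluorescence ratio, % activation · Timing – 6 min pre-incubation, 100 s read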
M1 ag parental: counter-screen for M1 agonists: effect in parental CHO-K1 cells. Fluo-8 calcium fluorescence; scaled to maximal ATP response, vehicle zero. activation, % at 3 µM. hit rate 0.48% among 360,000. AID 602248, 2012; in the data active means activation above about 15%;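 further: untransfected CHO-K1 host cells lacking M1 receptor as counterscreen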
V1aR counter: agonists of human V1a receptor, primary screen, counter-screen for OXTR agonist project, fluorescence, CHO-V1R cells | Fluo-8 calcium fluorescence, agonist mode; 0% DMSO, 100% 3 nM vasopressin | Vasopressin V1a receptor (Homo sapiens), P37288 | activation, % at 3 µM | hit rate 0.25% among 320,000 | AID 2797, 2010;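 active means activation above the mean activation of all tested compounds plus 3 SD, per screening run, cut at about 20% in these data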;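 further: signal is peak over basal fluorescence ratio across a 100 second FLIPR read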
TAAR1 antagonist: human TAAR1 antagonists, primary screen, Fluo-8 calcium fluorescence, CHO RD-HGA16 cells; Trace amine-associated receptor 1 (Homo sapiens), Q96RJ0; antagonist; inhibition, % at 3 µM; hit rate 1.5% among 360,000; AID 624466, 2012;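 active means inhibition above a per-plate cutoff, the mean inhibition of test compounds on that plate plus 3 SD, cut at about 49% in these data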;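 further: 0% = DMSO plus EC80 beta-PEA response and 100% = DMSO alone without agonist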
Target sequence (Q96RJ0 whole entry, looked up): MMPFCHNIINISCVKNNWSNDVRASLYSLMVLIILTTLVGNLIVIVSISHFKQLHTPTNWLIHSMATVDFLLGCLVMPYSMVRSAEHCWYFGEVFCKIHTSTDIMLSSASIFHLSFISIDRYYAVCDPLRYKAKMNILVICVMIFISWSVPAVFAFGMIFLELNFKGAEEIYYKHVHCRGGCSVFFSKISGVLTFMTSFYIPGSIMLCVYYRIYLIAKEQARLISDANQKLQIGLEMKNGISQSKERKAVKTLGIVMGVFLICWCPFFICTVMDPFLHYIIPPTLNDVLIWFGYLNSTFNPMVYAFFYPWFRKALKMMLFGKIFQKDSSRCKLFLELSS
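Assay system: RD-HGA16 CHO cells with stable hTAAR1 and Gα16 / Reagent: EC80 β-phenethylamine stimulus / Doses: 3 µM, single point / Timing: dye loading 75 min at 37 °C, then 30 min room temperature / Measured by: Fluo-8 intracellular calcium dye fluorescence, real-time kinetic reads / Controls: vehicle wells and EC80 agonist wells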
CHO parental Ca: ATP-evoked calcium signal inhibitors, parental CHO, primary screen, counter-screen for OX1R antagonist project, cell-based, fluorescence, Fluo-8 calcium dye. parental CHO-K1, ATP-induced calcium, Fluo-8 fluorescence. inhibition, % at 5.6 µM. hit rate 0.63% among 330,000. AID 463079, 2010;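 active means inhibition above that plate's mean sample inhibition plus 3 SD, cut at about 26% in these data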;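 further: 0% = ATP-challenged DMSO wells and 100% = DMSO wells without ATP; some compounds past the cut are filed as inactive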
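test system = CHO parental line | reagent = ATP stimulus | measured by = intracellular calcium via Fluo-8 no-wash fluorescent dye | control set = ATP and no-ATP DMSO wells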
M1 PAM parental: nonselective calcium activators in parental CHO-K1 cells, primary screen, counter-screen for M1 PAM project, cell-based, Fluo-8 calcium fluorescence, full deck, 1536-well; ATP EC20; 0% at ATP EC20, 100% at ATP max; activation, % at 3 µM; hit rate 0.02% among 360,000;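 active means activation above the run cutoff, the mean activation of all test compounds plus 3 SD, cut at about 40% in these data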;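 further: peak over basal fluorescence ratio in a 140 s read after ATP addition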
CHO-K1 Ca antag: counter-screen for M1 antagonists: effect in parental CHO-K1 cells; inhibition, % at 3 µM; ATP-induced calcium, Fluo-8 fluorescence; hit rate 0.6% among 360,000;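 active means inhibition above a per-plate cutoff, the plate's mean sample inhibition plus 3 SD, cut at about 24% in these data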;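 further: 0% = DMSO plus EC80 ATP and 100% = DMSO alone without ATP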
TAAR1 ag: human TAAR1 agonists, primary screen, Fluo-8 calcium fluorescence, CHO RD-HGA16 cells | vehicle wells 0%, saturating PEA agonist 100% | activation, % at 3 µM | hit rate 0.99% among 360,000;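 active means activation above the mean activation of all test compounds in the run plus 3 SD, cut at about 38% in these data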
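Test system: RD-HGA16 (CHO) cells co-expressing Gα16 and hTAAR1 | Doses: Single dose, 3 µM | Schedule: 17-24 h seeding, 75 min 37 °C dye, 30 min RT | Evaluation: % activation from peak over basal fluorescence ratio, DMSO-to-PEA scaled | Technique: Kinetic Fluo-8 calcium fluorescence | Benchmarks: Low control DMSO, high control PEA (EC100)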
M1 ag: human M1 muscarinic receptor agonists, primary screen, Fluo-8 calcium fluorescence, CHO-K1 cells, HTS; CHO-K1 hM1, agonist mode; 0% DMSO, 100% acetylcholine EC100; hit rate 0.33% among 360,000; activation, % at 3 µM; Muscarinic acetylcholine receptor M1 (Homo sapiens), P11229;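 active means activation above the run's mean compound activation plus 3 SD, cut at about 16% in these data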;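 further: peak over basal fluorescence ratio within a 140 s kinetic read after compound addition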
Numbers without * were called inactive; / = not tested or not shown; & = joins results of further samples.

Under each structure: OXTR potentiate | M1 ag parental | V1aR counter | TAAR1 antagonist | CHO parental Ca | M1 PAM parental | CHO-K1 Ca antag | TAAR1 ag | M1 ag
- CCOC(=O)C1=C(CSc2nccn2C)NC(=O)NC1c1cc(C)ccc1C (stereo unspecified)
    -5 | 0.4 | -0.5 | 6 | -12 | 2 | 15 | 1 | 2
- Nc1ccccc1-c1ccc(Cl)cc1
    / | -0.3 | / | -3 | / | 20 | -21 | -2 | -9
- CCOC(=O)C1CCN(S(=O)(=O)c2cccc(-c3csc(C)n3)c2)CC1
    -14 | 2.2 | 3.8 | 5 | -14 | -5 | -2 | -1 | 0
- NC(=O)CSc1nc2ccccc2n1Cc1ccccc1
    -10 | 22* | 0.1 | -3 | -20 | 17 | 0 | 5 | -8
- CCOC(=O)C1CCCN(C(=O)C(=O)c2cn(CC(=O)N3CCOCC3)c3ccccc23)C1 (stereo unspecified)
    -4 | 0.2 | 0.7 | -28 | -5 | -2 | -3 | 1 | 0
- COc1ccccc1C(=O)NCC(=O)OCC(=O)c1ccc2c(c1)-c1ccccc1C2
    -3 | -0.3 | 0.1 | 0 | -21 | 7 | -1 | 0 | -1
- Cc1cccc(-c2ccc(NC(=O)C3CCN(CC4CC4)CC3)cc2)c1
    -18 | 0.7 | 0.5 | 0 | -2 | -3 | 0 | 11 | -9
- Cc1cc(N2CCCC2=O)cc(C)c1S(=O)(=O)NCCOc1ccccc1
    -1 | 8.3 | 4.2 | -5 | -10 | 12 | -18 | 9 | -2
- O=C(NCCc1nc2ccccc2[nH]1)c1ccc(Br)o1
    -7 | 1.6 | 0.4 | -2 | -3 | 15 | -23 | 6 | -3
- CCCN1CCN(CCCNC(=O)CCCn2nc(C)c3sc4ccccc4c3c2=O)CC1
    3 | -0.5 | -0.4 | -13 | -28 | 8 | -13 | 0 | 6
- COc1cccc(NC(=O)CN(C)C(=O)CN2C(=O)NC(C)(c3ccc(C)cc3)C2=O)c1 (stereo unspecified)
    -8 | 0.1 | 0.1 | -5 | -11 | 0 | -4 | 17 | -3
- Cc1onc(-c2c(Cl)cccc2Cl)c1C(=O)NCCN1CCOCC1
    -6 | 0.4 | -0.1 | 11 | -6 | -7 | 8 | 17 | -9
- Cc1cc(C)c(S(=O)(=O)NCC(=O)NCc2ccco2)c(C)c1
    -2 | -0.1 | -0.1 | 2 | -4 | -6 | 3 | 8 | -4
- COc1cc2nc(CN(C)Cc3ccc(F)cc3)[nH]c(=O)c2cc1OC
    -5 | 0.8 | 0.9 | -10 | -14 | 11 | -17 | 7 | -12
- Cc1ccc(/C=N/Nc2ccccn2)s1
    -8 | 0.5 | 2.4 | -4 | -13 | 14 | -14 | -3 | -4
- CC1CC(=O)N(CC(=O)Nc2ccc3c(c2)OCCO3)c2ccccc2S1 (stereo unspecified)
    -3 | 0.6 | 0.4 | 4 | -13 | 5 | -2 | 9 | 0
- CC(C)C(=O)NNC(=O)CN1CCN(c2nc(-c3ccccc3)cs2)CC1
    -8 | 4.2 | 0.3 | -22 | 5 | -4 | -7 | 3 | -4
- CC(Oc1ccc(Br)cc1)C(=O)NCC1(N2CCCCC2)CCCCC1 (stereo unspecified)
    3 | 1.0 | 0.6 | -12 | -20 | 16 | -4 | 0 | -7
- Cc1cc(O)cc(C)c1NS(=O)(=O)c1ccc2ccccc2c1
    -19 | 6.6 | 5.2 | 13 | -10 | 21 | -13 | 10 | -1
- S=c1[nH]nc(-c2ccco2)n1/N=C/c1cccc(Cl)c1
    -1 | -0.1 | 0.3 | -23 | -12 | 8 | -6 | -1 | -2
- C=CCSc1ccsc1C(=O)O
    -8 | 0.2 | 0.9 | -11 | 0 | 3 | 0 | 5 | -2
- CN1CCN(c2ccc(C(=O)c3ccc(Br)cc3)cc2[N+](=O)[O-])CC1
    -9 | 0.3 | 5.9 | 5 | -4 | -7 | 7 | 4 | -5
- O=C(CSc1nc2ccccc2o1)N1N=C(c2cccs2)CC1c1ccc(F)cc1 (stereo unspecified)
    1 | 14 | -0.4 | 12 | -7 | 20 | 2 | 0 | -10
- O=S(=O)(c1ccc(NC(=S)Nc2ccc3c(c2)OCO3)cc1)N1CCOCC1
    -10 | 2.0 | 1.1 | -27 | -7 | 22 | -2 | 4 | -7
- O=C(NCC(c1ccco1)N1CCOCC1)C1CCCCC1 (stereo unspecified)
    -2 | 0.6 | -0.2 | -16 | 2 | 9 | -11 | 2 | -3
- O=C(c1ccccc1-c1ncc[nH]1)N1CCCC(Nc2ccc(F)cc2)C1 (stereo unspecified)
    -4 | 0.5 | 0.2 | -3 | -10 | 20 | -9 | 2 | -2
- CCOC(=O)COc1ccc(C(=O)CC)cc1OC
    -10 | 1.2 | 0.2 | 9 | -13 | 29 | -12 | 5 | -7
- O=C(CS(=O)(=O)c1ccccc1)c1ccc2c(c1)OCCO2
    -9 | 0.5 | 0.8 | -4 | 1 | 12 | -3 | 3 | -5
- O=C(O)c1ccc(N(Cc2ccccc2)S(=O)(=O)c2ccccc2)cc1
    -16&-17 | 0.8 | 1.3&-0.7 | -13 | -16&8 | -10 | 3 | 3 | -4
- Nc1nc(SCC(=O)Nc2ncc(Cl)cc2Cl)n[nH]1
    2 | 0.8 | 0.1 | 6 | -12 | 21 | -20 | 9 | -1

2 compounds picked at random from the list so far, as already listed:
Under each structure: OXTR potentiate | M1 ag parental | V1aR counter | TAAR1 antagonist | CHO parental Ca | M1 PAM parental | CHO-K1 Ca antag | TAAR1 ag | M1 ag
- Cc1cccc(-c2ccc(NC(=O)C3CCN(CC4CC4)CC3)cc2)c1
    -18 | 0.7 | 0.5 | 0 | -2 | -3 | 0 | 11 | -9
- O=C(O)c1ccc(N(Cc2ccccc2)S(=O)(=O)c2ccccc2)cc1
    -16&-17 | 0.8 | 1.3&-0.7 | -13 | -16&8 | -10 | 3 | 3 | -4

(list continues)
Under each structure: OXTR potentiate | M1 ag parental | V1aR counter | TAAR1 antagonist | CHO parental Ca | M1 PAM parental | CHO-K1 Ca antag | TAAR1 ag | M1 ag
- Cc1ccc(NC2CC(=O)N(c3ccc(C)cc3)C2=O)cc1 (stereo unspecified)
    -4 | 0.7 | -0.2 | 3 | 6 | -2 | 0 | 8 | -2
- Cc1ccc(C(=O)OCC(=O)Nc2cc(C(C)(C)C)no2)c(C)c1
    -10 | 0.3 | 0.2 | 3 | 3 | 4 | -18 | -3 | -3
- Cn1c(=O)cc(OCCCC(=O)N2CCN(c3ccccn3)CC2)c2ccccc21
    -9 | 1.6 | -0.4 | 12 | -14 | 3 | 4 | 7 | -5
- O=C(Nc1nc2ccccc2s1)C1CCN(S(=O)(=O)c2cc([N+](=O)[O-])ccc2Cl)CC1
    -6 | 8.8 | 4.9 | 46 | 80* | -20 | 40* | 8 | -1
- CCOC(=O)c1c(C)oc(NC(=O)CCl)c1C(=O)OCC
    -8 | 0.3 | -0.3 | 15 | -4 | 18 | -16 | 11 | -3
- CC(C)CC(c1nnnn1CC1CCCO1)N1CCN(c2nc3ccccc3s2)CC1 (stereo unspecified)
    / | 0.1 | / | 1 | / | 17 | -8 | 7 | -3
- CC(=O)NC(c1cccc(F)c1)c1nc(-c2cccc(F)c2)cs1 (stereo unspecified)
    / | 0.3 | / | -1 | / | -5 | -3 | 3 | -2
- CCOc1cc2c(cc1OCC)C(c1ccc(OC)cc1)N(c1ccccc1)C(=O)C2 (stereo unspecified)
    -8 | 0.2 | -0.8 | 9 | -22 | -5 | -3 | 4 | -1
- CC1=C(C(=O)N2CCOCC2)C(c2ccccc2F)C2=C(CCCC2=O)N1 (stereo unspecified)
    6 | 0.3 | -0.2 | 0 | -2 | 20 | -2 | -1 | -1
- CC(C)CCN1CC(C(=O)NCc2ccc(F)cc2)CC1=O (stereo unspecified)
    0 | 0.3 | 0.6 | -1 | -1 | 7 | -4 | 2 | -4
- CC(=O)c1ccc(N2CCN(C(=O)Nc3cccc(F)c3)CC2)cc1
    -16 | 2.2 | 5.2 | -11 | -13 | -1 | 0 | 3 | -4
- C/C(=N\NC(=O)c1ccc(Cl)cc1)c1ccc(Br)s1
    -14 | 0.4 | -0.5 | -1 | -6 | 16 | -5 | 3 | -3
- Cc1cc(Oc2ccccc2)nc(SCC(=O)Nc2ccc(Cl)c(Cl)c2)n1
    -4 | 0.9 | 0.1 | 16 | -5 | 8 | -5 | 19 | -7
- CCOc1ccc(-n2cnnn2)cc1S(=O)(=O)Nc1c(C)cccc1C
    -4 | 0.3 | 0.6 | 7 | -19 | 12 | -14 | 2 | -1
- CCCC(=O)Nc1ccc(C(=O)COC(=O)c2cc(C)oc2C)cc1
    -5 | 1.6 | 3.5 | 5 | -12 | 2 | -11 | 0 | -1
- NC(=S)NN=C1CCCCCCCCCC1
    / | 0.8 | / | -1 | / | 20 | -11 | 2 | -1
- CC(C)(C)N(Cc1ccccc1)C(=O)COC(=O)CN1C(=O)C2CC=CCC2C1=O (stereo unspecified)
    -4 | 2.4 | 3.1 | -12 | -17 | -2 | -4 | 6 | 0
- Cc1cc(C(=O)N2CCN(S(=O)(=O)c3ccccc3F)CC2)c(C)o1
    -17 | 3.9 | 0.9 | -20 | -16 | 25 | -5 | 6 | -5
- CCOc1ccc(NC(=O)CN(C)C(=O)c2cc(S(=O)(=O)N3CCCCCC3)ccc2OC)cc1OCC
    0 | 1.0 | -1.2 | -24 | -28 | 5 | -8 | 0 | -7
- CC1=CCC(C(=O)O)C(C(=O)Nc2cccnc2)C1 (stereo unspecified)
    -3 | 0.3 | 0.1 | 16 | -1 | 7 | -7 | -1 | -1
- CCC(C(=O)NCCCN1CCCCCC1)n1nc(C)c2sc3ccccc3c2c1=O (stereo unspecified)
    -5 | 0.4 | -0.1 | -12 | 7 | 5 | -11 | 8 | -3
- CCOc1ccccc1C1C2=C(COC2=O)Nc2cc3c(cc21)OCO3 (stereo unspecified)
    -13 | 3.2 | 14 | -3 | -15 | 6 | -14 | 9 | 2
- Cc1ccc(C2NC(=O)c3sc(=S)n(-c4ccccc4)c3N2)cc1 (stereo unspecified)
    -11 | 0.3 | 1.1 | 20 | -11 | 7 | -7 | 5 | -1
- Cc1ccccc1COC(=O)c1nn(-c2ccccc2)nc1N
    -5 | 0.0 | 0.3 | 10 | -17 | -11 | 13 | 3 | -6
